Screening data as filed in PubChem.
IL1B secr inh: qHTS for Inhibitors of Inflammasome Signaling: IL-1-beta AlphaLISA Primary Screen; THP-1 LPS/ATP IL-1B secretion, AlphaLISA, 16 h; hits give low values; activity change, % at 57.5 µM; hit rate 4.7% among 360,000; AID 743279, 2014; in the data active = activity change below about -50%; inconclusive = mostly about -30% to -49%; note: % is set by controls: 0 for no effect and ±100 for the full control effect
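Secreted IL-1B measured by AlphaLISA bead assay after 16 h compound exposure of THP-1 cells; compounds (final up to 57.5 uM) added 1 h before LPS (250 ng/mL) and ATP (1.25 mM) stimulation; lower signal means less secretion.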
KB-3-1 tox: qHTS assay for MDR1-selective chemotherapeutics: Primary screen using the parental adenocarcinoma cell KB-3-1. KB-3-1 viability, CellTiter-Glo ATP luminescence, 72 h. Potency, µM (series often up to 46.1 µM), without a hit: at the top dose activity change, negative = cytotoxic, most hits filed as cytotoxic. hit rate 1.4% among 400,000; note: potency is the fitted concentration of half-maximal effect; % is set by controls: 0 for no effect and ±100 for the full control effect; nearly all actives have a fitted effect of over 60% in size
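Luminescent ATP read-out (CellTiter-Glo) measures survival of drug-naive KB-3-1 cells after 72 h compound exposure at 37 °C. Titration series was screened from lowest to highest concentration, with DMSO vehicle plates as background controls.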
MCF10A rereplic: A quantitative high throughput screen for small molecules that induce DNA re-replication in MCF 10a normal breast cells; hit rate 2.9% among 350,000; Potency, µM (series often up to 46.1 µM), for the others: at the top dose activity, positive = re-replication, actives largely listed as activators; MCF 10A DNA re-replication, Hoechst nuclear intensity, 48 h; note: potency is the fitted concentration of half-maximal effect; % of control where 0% means no effect; nearly all actives have a fitted effect of over 50% in size
SW480 rereplic: A quantitative high throughput screen for small molecules that induce DNA re-replication in SW480 colon adenocarcinoma cells. SW480 DNA re-replication, Hoechst DNA content imaging, 48 h. hit rate 1.8% among 340,000. Potency, µM (doses to about 46.1 µM), inactives show top-dose re-replication activation, hits mostly activators; note: potency is the fitted concentration of half-maximal effect; % of control where 0% means no effect; nearly all actives have a fitted effect of over 55% in size
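Readout is total intensity of Hoechst-stained nuclei, excited at 405 nm and collected at 500-530 nm. Compound treatment lasted 48 hr at 37 C in 5% CO2 before staining.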
HT1080 IDH1KD tx: qHTS for induction of synthetic lethality in tumor cells producing 2HG: qHTS for the HT-1080-IDH1KD cell line. HT-1080 IDH1 knockdown viability, ATP luminescence, 48 h. Potency, µM (series often up to 46.1 µM), inactives show at the highest dose activity, negative = toxicity, hits mostly cytotoxic. hit rate 2% among 360,000. AID 686971, 2013;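 note: potency is the fitted concentration of half-maximal effect; 0% = DMSO wells and -100% = cell-free medium wells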
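Knockdown cells (IDH1KD HT-1080) received compounds 2 h after plating at 750 cells/well and were kept 48 h at 37 °C in 5% FBS RPMI. A CellTiter-Glo luminescence read gave % activity for curve fitting.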
S2 tox: Viability Counterscreen for Primary qHTS for Inhibitors of ATXN expression | S2 cells (HEK-293 line with an ATXN2-luciferase reporter) viability, CellTiter-Fluor protease fluorescence, 24 h | Potency, µM (titrated, usually from 56.7 µM), usual class: cytotoxic | hit rate 0.49% among 400,000 | AID 651635, 2014; note: potency is the fitted concentration of half-maximal effect; nearly all actives have a fitted effect of over 40% in size
HT1080NT lethal: qHTS for induction of synthetic lethality in tumor cells producing 2HG: qHTS for the HT-1080-NT fibrosarcoma cell line. AID 686970, 2013. HT-1080-NT fibrosarcoma viability, CellTiter-Glo ATP luminescence, 48 h. hit rate 1.6% among 360,000. Potency, µM (titrated, usually from 46.1 µM), inactives show top-dose activity, negative = less viability, actives largely listed as cytotoxic;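 note: NT is the 2HG producing partner of a matched IDH1 knockdown line; potency is the fitted concentration of half-maximal effect; 0% = DMSO-treated cells and -100% = media-only wells without cells; nearly all actives have a fitted effect of over 55% in size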
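Toxicity toward the 2HG-producing NT line was scored as %Activity, normalised to DMSO and no-cell wells, from CellTiter-Glo luminescence after 48 hours' treatment.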
HepG2 viability: qHTS for Inhibitors of TGF-b: Cytotox Counterscreen. HepG2 CAGA-GFP viability, ATP luminescence, 18 h. Potency, µM (highest dose often 46.1 µM), without a hit: at the top dose activity change, negative = cytotoxicity, hits mostly cytotoxic. hit rate 0.76% among 410,000. AID 588856, 2011; note: potency is the fitted concentration of half-maximal effect; some results filed as inactive show a strong effect at the top dose
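HepG2 CAGA-GFP cells (1000/well, DMEM with 1% FBS) received compound, then TGF-beta at 500 pg/mL final, and were incubated 18 hours at 37 degrees C. Viability was read by CellTiter-Glo luminescence. Media-only wells were set as complete cell-killing and DMSO as no toxicity.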
ATXN2 expr inh: Primary qHTS for Inhibitors of ATXN expression; HEK-293 ATXN2-luciferase reporter, luminescence, 24 h; Potency, µM (series often up to 57 µM), inactives show top-dose activity change, negative = inhibition, usual class: inhibitors; hit rate 0.72% among 360,000; AID 1745845, 2022; note: potency is the fitted concentration of half-maximal effect; % is set by controls: 0 for no effect and ±100 for the full control effect; nearly all actives have a fitted effect of over 55% in size
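ATXN2-luciferase reporter cells (luciferase flanked by upstream and downstream ATXN2 gene portions) were treated 24 h at 37 °C with compounds at up to 57 uM. SteadyGlo luminescence gave expression; GF-AFC fluorescence gave viability.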
* = called active by the depositor; i = inactive; ? = inconclusive; . = not tested or not shown; & = joins results of further samples; [ ] = remark or other dose. Unless noted, calls come from the whole dose curve; as a rule, active = well fitted curve in the direction sought with a large enough effect; inconclusive = small, poorly fitted or top-dose-only effect, or another doubt; inactive = no such curve, though single readings can be large; an effect the other way counts as inactive or inconclusive. Rows are unselected; any-hit rate near 8.9%.

SMILES | IL1B secr inh | KB-3-1 tox | MCF10A rereplic | SW480 rereplic | HT1080 IDH1KD tx | S2 tox | HT1080NT lethal | HepG2 viability | ATXN2 expr inh
COc1cc(OC)c(NS(=O)(=O)c2c(C)[nH]c(=O)[nH]c2=O)cc1Cl | -3 | 13% | -3% | -6% | 5% | i | 3% | 4% | -6%
C[C@@H](NS(=O)(=O)c1cc(Cl)ccc1F)[C@H](O)c1ccccc1 | 24 | 6% | -4% | 0% | 3% | i | 2% | -4% | -4%
Cc1ccc(-c2nc(S(=O)(=O)c3ccc(C)cc3)c(SCC(=O)NCC3CCCO3)o2)cc1 (stereo unspecified) | 17 | 3% | -1% | -3% | -1% | i | -10% | -5% | 9%
Cc1ccc(CC(=O)O/N=C(\N)c2ccncc2)cc1 | 10 | 9% | 1% | -13% | -1% | i | 3% | -10% | 8%
O=C(Nc1cc(Cl)cc(Cl)c1)C(c1ccccc1)N1CCCCC1 (stereo unspecified) | ? | ? | -1% | 4% | -23% | i | -3% | 3% | -7%
CCc1cccc(NC(=O)CSc2nc3ccsc3c(=O)n2CC)c1 | . | ? | . | . | . | i | . | -35% | ?
Cc1[nH][nH]c(=O)c1C(c1ccc(-c2ccc(Cl)c(C(=O)O)c2)o1)c1c(C)[nH][nH]c1=O | 1 | 4% | 10% | 1% | 14% | i | 8% | 0% | -10%
Cc1ccc(O)c(NC(=O)C2CC(c3cccc(Br)c3)=NO2)c1 (stereo unspecified) | -5 | 7% | 20% | 5% | -14% | i | -11% | -34% | -17%
CCN1C(=O)[C@H]2[C@@H](c3ccc(C)cc3)N3C(=O)N(c4cccc(Cl)c4)C(=O)[C@@]3(CC)[C@H]2C1=O | 9 | 0% | 0% | -14% | 10% | i | -4% | -10% | -3%
CCOc1ccccc1NC(=O)c1ccc2c(c1)C(=O)N(CC1CCCO1)C2=O (stereo unspecified) | 13 | -21% | 7% | -7% | 4% | i | 10% | -3% | -5%
CNc1nc(C)cc(C)c1S(=O)(=O)c1ccc(Cl)cc1 | -14 | -12% | 3% | 1% | -10% | i | -4% | -25% | -6%
COc1ccc(-c2cc(-c3n[nH]c(=S)n3-c3cc(OC)ccc3OC)[nH]n2)cc1 | -16 | ? | 10% | -1% | 6% | i | 14% | 19% | 0%
COc1ccc(Cl)cc1S(=O)(=O)Nc1ncn[nH]1 | -8 | -9% | -4% | ? | 5% | i | 2% | 9% | 0%
COc1cc(C(=O)NCc2cccc3ccccc23)cc(Cl)c1OC | -2 | 1% | ? | 15% | -18% | i | 0% | -2% | -9%
CCOC(=O)c1c(NC(=O)COC(=O)c2ncc(Cl)c(Cl)c2Cl)sc(C(=O)N(C)C)c1C | ? | 4% | -2% | -9% | -4% | i | -1% | -17% | -2%
O=C(NCC1CCCO1)c1cc2c(s1)CS(=O)(=O)C2 (stereo unspecified) | 16 | 0% | ? | 16% | 24% | i | -3% | 0% | -2%
C/C(=N/NC(=O)c1cn(-c2cccc(C)n2)cn1)c1ccc(C)cc1 | -20 | 8% | 0% | -2% | -6% | i | -2% | -75% | 0%
NC(=O)CSc1nc2c(sc3ccccc32)c(=O)n1CCCN1CCOCC1 | -2 | 23% | 6% | -1% | -4% | i | -4% | -13% | 4%
COc1ccc(S(=O)(=O)N(C)C[C@H]2OCCCC[C@@H](C)Oc3ccc(NC(=O)CCC(F)(F)F)cc3C(=O)N([C@H](C)CO)C[C@@H]2C)cc1 | 10 | 10% | . | . | -11% | i | -10% | -17% | -6%
CCCC12CN3CC(C)(CN(C1)C3c1cccs1)C2=O (stereo unspecified) | 8 | -1% | 0% | -10% | 5% | i | 10% | 5% | -22%
COc1ccc(-n2cnnc2SCC(=O)N2CCN(c3ccccc3)CC2)cc1 | -10 | 0% | -16% | -5% | 2% | i | -3% | 30% | -4%
CCN(C(=O)COC(=O)/C=C/c1cccc([N+](=O)[O-])c1)c1ccccc1 | 0 | -5% | -3% | 6% | 8% | i | 12% | 6% | .
CCOC(=O)C1CCCN(S(=O)(=O)c2ccc(S(=O)(=O)N(CC)CC)cc2)C1 (stereo unspecified) | 24 | ? | -2% | 1% | -15% | i | -7% | -7% | .
Cc1ccc2oc(C(=O)N(C)CCC(O)c3ccccc3)c(C)c2c1 (stereo unspecified) | 6 | 0% | -7% | -4% | -1% | i | -15% | 13% | 25%
O=C(COC(=O)COc1ccccc1F)NCc1ccco1 | 13 | 5% | -1% | -10% | 9% | ? | 4% | 2% | -18%
Other results follow:
SMILES | IL1B secr inh | KB-3-1 tox | MCF10A rereplic | SW480 rereplic | HT1080 IDH1KD tx | S2 tox | HT1080NT lethal | HepG2 viability | ATXN2 expr inh
CC(C)c1ccc2oc(-c3cc(NC(=O)c4cccs4)ccc3Cl)nc2c1 | . | 4% | . | . | . | i | . | -5% | 2%
COc1cc(NC(=S)N2CCN(S(=O)(=O)c3ccccc3)CC2)cc(OC)c1 | -15 | -2% | -18% | 3% | -6% | i | 1% | -23% | -5%
O=C(CNC(=O)C1CCCCC1)OCC(=O)c1ccc(F)cc1 | 10 | 12%&2% | 5% | -8% | 5% | i | 2% | 8%&52% | .
CCc1cccc(NC(=O)c2cc(S(=O)(=O)N3CCCCCC3)cn2C)c1 | . | 4% | . | . | . | i | . | -17% | 0%
CCOC(=O)c1c(C)[nH]c(C)c1S(=O)(=O)NCC(=O)N(C)c1ccc(C)c(C)c1 | . | 0% | . | . | . | i | . | -2% | 5%
Cc1ccc(-c2nc(C)sc2CC(=O)OCC(=O)Nc2c(F)cccc2F)cc1 | 8 | 0% | 3% | -4% | 4% | i | 13% | -13% | -12%
CCc1nnc2c3ccccc3nc(N3CCN(c4ccc(C)cc4C)CC3)n12 | . | 5% | . | . | . | i | . | -30% | 11%
COC(=O)c1ccccc1NC(=O)NC1CCCCC1 | -10 | 0% | ? | -13% | -2% | i | -1% | -17% | .
Cc1ccc2oc(C(=O)Nc3sc4c(c3C(=O)NCC3CCCO3)CCC4)cc(=O)c2c1 (stereo unspecified) | . | 15% | . | . | . | i | . | 3% | 2%
O=C(COC(=O)C12CC3CC(CC(Cl)(C3)C1)C2)Nc1ccc2[nH]c(=O)[nH]c2c1 | 0 | 20% | 12% | -5% | -3% | i | -1% | 3% | 7%
O=C(Nc1ccc(CN2CCOCC2)cc1)c1ccco1 | 8 | -6% | -12% | 4% | 8% | i | -2% | -11% | -32%
O=C(COC(=O)C1CC2CCCC(C1)C2=O)Nc1ccc(F)c(Cl)c1 (stereo unspecified) | 0 | 0% | -5% | -14% | -4% | ? | -1% | 0% | .
O=[N+]([O-])c1ccc(N/N=C/c2sc(N3CCOCC3)nc2-c2ccccc2)c(S(=O)(=O)Nc2ccccc2Cl)c1 | -21 | 9.2µM* | 10% | 13µM* | -11% | ? | 0% | -29% | .
COc1cccc(/C=N/NC(=O)c2cccc([N+](=O)[O-])c2)c1OS(=O)(=O)c1ccccc1 | -20 | 17% | 12% | 0% | -14% | ? | -6% | -13% | -3%
O=C1N(O)C2(C=CCCC2)/C(=N\O)C12CCCCC2 (stereo unspecified) | 4 | 10% | 24% | ? | 11% | i | 10% | -44% | 6%
O=C(Nc1cccc([N+](=O)[O-])c1)c1ccc2c(c1)C(=O)N(c1ccccn1)C2=O | 20 | -1% | ? | -22% | 1% | i | 0% | 3% | 1%
Oc1ccccc1-c1cc(-c2cccc(F)c2)n[nH]1 | 52 | ? | 23% | 8% | -2% | i | -1% | -57% | 161%[activator]
Cc1ccc(NC(=O)CSc2nnc3ccccn23)c(Cl)c1 | 4 | 3% | . | . | 8% | i | 7% | 8% | .
Nc1nnc(-c2ccc(F)cc2)s1 | -1 | -11% | ? | -3% | -11% | i | 5% | -58% | 10%
COc1ccc(Cl)cc1C(=O)NC(=S)Nc1cc(-c2nc3ccccc3[nH]2)ccc1C | -2 | -13% | ? | 4% | ? | i | -8% | 1% | -15%
Nc1[nH]c(C(=O)c2ccccc2)c(-c2ccncc2)c1C(=O)NCCc1c[nH]c2ccccc12 | 0 | 18% | . | . | 0% | ? | 0% | . | 14%

Rewritten with values under each structure: entries from further up.
Sequence of screens – IL1B secr inh | KB-3-1 tox | MCF10A rereplic | SW480 rereplic | HT1080 IDH1KD tx | S2 tox | HT1080NT lethal | HepG2 viability | ATXN2 expr inh
O=[N+]([O-])c1ccc(N/N=C/c2sc(N3CCOCC3)nc2-c2ccccc2)c(S(=O)(=O)Nc2ccccc2Cl)c1
    -21 | 9.2µM* | 10% | 13µM* | -11% | ? | 0% | -29% | .
COc1cccc(/C=N/NC(=O)c2cccc([N+](=O)[O-])c2)c1OS(=O)(=O)c1ccccc1
    -20 | 17% | 12% | 0% | -14% | ? | -6% | -13% | -3%
O=C1N(O)C2(C=CCCC2)/C(=N\O)C12CCCCC2 (stereo unspecified)
    4 | 10% | 24% | ? | 11% | i | 10% | -44% | 6%
O=C(Nc1cccc([N+](=O)[O-])c1)c1ccc2c(c1)C(=O)N(c1ccccn1)C2=O
    20 | -1% | ? | -22% | 1% | i | 0% | 3% | 1%
Oc1ccccc1-c1cc(-c2cccc(F)c2)n[nH]1
    52 | ? | 23% | 8% | -2% | i | -1% | -57% | 161%[activator]
Cc1ccc(NC(=O)CSc2nnc3ccccn23)c(Cl)c1
    4 | 3% | . | . | 8% | i | 7% | 8% | .
Nc1nnc(-c2ccc(F)cc2)s1
    -1 | -11% | ? | -3% | -11% | i | 5% | -58% | 10%
